Bioassay records deposited in PubChem BioAssay by National Center for Advancing Translational Sciences (NCATS).
PTHR1 ag: PTHR1 (human) receptor agonism; Q03431; HEK293 GP2 PTHR1 cells, GloSensor cAMP luminescence, 1 h; Potency, µM (series often up to 115 µM), inactives show at the highest dose activation, actives largely listed as activators; 410,000 compounds, 0.075% hits; AID 743266; also: potency is read from the fitted curve at half-maximal effect; nearly all actives have a fitted effect of over 55% in size; some results filed as inactive show a strong effect at the top dose; inactives centre near -15; many of its hits are not listed in these tables
Target sequence (Q03431 whole entry, looked up): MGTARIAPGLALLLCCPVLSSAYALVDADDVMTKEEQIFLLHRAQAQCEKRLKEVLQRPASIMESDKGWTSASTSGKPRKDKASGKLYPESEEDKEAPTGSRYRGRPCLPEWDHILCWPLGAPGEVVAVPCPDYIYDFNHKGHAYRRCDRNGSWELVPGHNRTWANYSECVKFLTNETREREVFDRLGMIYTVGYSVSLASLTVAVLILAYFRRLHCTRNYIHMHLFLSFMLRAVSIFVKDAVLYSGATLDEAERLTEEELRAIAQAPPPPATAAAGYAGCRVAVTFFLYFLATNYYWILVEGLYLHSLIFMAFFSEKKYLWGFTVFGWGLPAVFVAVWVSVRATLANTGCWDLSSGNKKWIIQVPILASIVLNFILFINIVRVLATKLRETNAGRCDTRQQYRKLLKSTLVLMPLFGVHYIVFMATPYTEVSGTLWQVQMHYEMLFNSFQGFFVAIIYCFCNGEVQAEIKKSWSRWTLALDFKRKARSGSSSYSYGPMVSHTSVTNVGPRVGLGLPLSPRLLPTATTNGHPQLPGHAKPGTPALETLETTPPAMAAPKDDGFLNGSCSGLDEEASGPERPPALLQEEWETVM
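HEK-293-derived GP2 cells expressing PTHR1 and a GloSensor cAMP reporter, 3,000/well, plated overnight, given luciferin plus IBMX (each 0.5 mM as added) for 1 h at 37 °C, then compound for 1 h at 37 °C. Luminescence was read after 15 min at room temperature.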
GLP1R inv ag: acts as inverse agonist at human GLP-1 receptor | P43220 | HEK293 GLP-1R CRE-luciferase, luminescence, 24 h; GLP-1R form is constitutively active | Potency, µM (highest dose often 38.3 µM), inactives show at the top dose activity change, negative = inhibition, actives largely listed as inhibitors | 410,000 compounds, 1.6% hits | AID 624417; also: potency is read from the fitted curve at half-maximal effect; % is scaled to controls: 0 for no effect and ±100 for the full control effect; nearly all actives have a fitted effect of over 55% in size
Target sequence (P43220 whole entry, looked up): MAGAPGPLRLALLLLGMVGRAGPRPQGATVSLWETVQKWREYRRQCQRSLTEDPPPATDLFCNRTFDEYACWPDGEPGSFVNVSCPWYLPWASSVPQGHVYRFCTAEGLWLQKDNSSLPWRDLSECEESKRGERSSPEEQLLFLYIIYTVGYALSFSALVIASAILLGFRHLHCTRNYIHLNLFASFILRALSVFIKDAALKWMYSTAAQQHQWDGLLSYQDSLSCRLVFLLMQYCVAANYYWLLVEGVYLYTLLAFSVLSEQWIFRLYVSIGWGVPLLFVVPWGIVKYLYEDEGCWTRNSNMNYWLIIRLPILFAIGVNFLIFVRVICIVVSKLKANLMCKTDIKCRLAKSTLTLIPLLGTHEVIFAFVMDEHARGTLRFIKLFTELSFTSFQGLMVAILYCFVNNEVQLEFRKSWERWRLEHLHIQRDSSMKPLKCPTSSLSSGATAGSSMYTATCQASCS
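qHTS in 1536-well format: reporter HEK293 cells expressing constitutive GLP-1R activity in DMEM + 10% Nu serum, 24 hr with compounds at 37 deg C, luminescence read after 12 min with detection reagent.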
Abeta rescue: compounds reversing amyloid beta toxicity in yeast. yeast expressing A-beta42, growth rescue, OD600, 48 h; response scale: 0% DMSO, 100% iron-clioquinol control. Potency, µM (doses to about 46.1 µM), for the others: at the top dose growth rescue, actives largely listed as activators. 410,000 compounds, 0.063% hits; also: potency is read from the fitted curve at half-maximal effect; nearly all actives have a fitted effect of over 55% in size
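Yeast growth medium received pinned compounds, then yeast cells expressing toxic A-beta were added; plates incubated at 30 C for 48 hr. Growth read as absorbance at 600 nm, normalized to DMSO and equimolar FeCl3 plus clioquinol controls.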
aSyn rescue: alpha-synuclein toxicity inhibition in yeast; Yeast expressing alpha-synuclein, growth rescue, BacTiter-Glo, 24 h; Potency, µM (doses to about 46.1 µM), for inactives: top-dose growth rescue (activation), hits mostly activators; 370,000 compounds, 0.14% hits; AID 652106; also: potency is read from the fitted curve at half-maximal effect; % of control where 0% means no effect; nearly all actives have a fitted effect of over 65% in size
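Readout is rescue of growth in alpha-synuclein-expressing yeast, so inhibitors of toxicity appear as activators. Growth after 24 hr at 30 deg C in galactose medium is quantified by luminescence.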
TDP-43 yeast inh: TDP-43 toxicity inhibition in yeast | AID 652104 | 410,000 compounds, 1.8% hits | Potency, µM (doses to about 46.1 µM), for the others: at the top dose growth rescue (activation), actives largely listed as activators | TDP-43 expressing yeast growth rescue, BacTiter-Glo, 24 h; also: potency is read from the fitted curve at half-maximal effect; % of control where 0% means no effect; nearly all actives have a fitted effect of over 50% in size
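In this qHTS, compounds that restore growth of yeast expressing TDP-43 appear as activators. Cells (OD600=0.02, galactose medium, raffinose-pregrown) are incubated with compound 24 hr at 30 deg C and growth is quantified by BacTiter-Glo.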
MmCpn inh: blocks the Methanococcus maripaludis chaperonin Mm-Cpn; purified Mm-Cpn ATPase, ADP Transcreener TR-FRET; Potency, µM (doses to about 76.9 µM), without a hit: at the top dose activity, negative = inhibition, hits mostly inhibitors; 330,000 compounds, 0.031% hits; also: potency is read from the fitted curve at half-maximal effect; % is scaled to controls: 0 for no effect and ±100 for the full control effect; nearly all actives have a fitted effect of over 80% in size
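Purified archaeal chaperonin (25 nM final) was preincubated with compound for 10 min at 37°C, then ATP (10 uM final) was added for 30 min at 37°C in Tris pH 7.4/KCl/MgCl2/DTT buffer. ADP was quantified by HTRF Transcreener TR-FRET.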
pAkt inh: blocks phosphorylation of Akt; Neuro2A IGF-stimulated pAkt S473 HTRF, 20 min; stronger effect = lower value; 360,000 compounds, 0.32% hits; AID 651550; activity change, % for hits at 50 µM; in the data active = activity change below about -80%; inconclusive = mostly about -51% to -80%; also: % is scaled to controls: 0 for no effect and ±100 for the full control effect
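Neuro2A cells (4,500/well, DMEM with 0.5% FBS) were treated with compound at a single 50 µM final concentration, stimulated with 6 nM IGF for 20 min at 37 °C, and lysed. Phospho-Akt Ser473 was read by HTRF as 665/615 ratio ×10^4.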
HEK293 tox: cytotoxicity in counter-screen for GLP-1R inverse agonists; HEK293 cAMP-luciferase reporter cells, luminescence, 24 h; Potency, µM (titrated, usually from 38.3 µM), for inactives: top-dose activity change, negative = inhibition, most hits filed as inhibitors; 410,000 compounds, 0.13% hits; AID 624418;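 also: loss of luciferase light is scored as toxicity; potency is read from the fitted curve at half-maximal effect; % is scaled to controls: 0 for no effect and ±100 for the full control effect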
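A 23 nL compound transfer followed 12 hours of cell culture at 37 deg C; exposure then lasted 24 hr. Luciferase assay detection reagent was dispensed and plates read for luminescence after a 12 min room-temperature wait.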
FUS yeast rescue: FUS proteinopathy suppression in yeast. S. cerevisiae FUS-expressing, growth rescue, OD600, 24 h. Potency, µM (series often up to 76.6 µM), inactives show top-dose growth rescue (activation), actives largely listed as activators. 390,000 compounds, 0.24% hits;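 also: potency is read from the fitted curve at half-maximal effect; plate controls were DMSO vehicle for no effect and reference control for full effect; nearly all actives have a fitted effect of over 55% in size; some results filed as inactive show a strong effect at the top dose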
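Cultures pregrown in 2.5% raffinose medium are shifted to minimal medium containing 2% galactose to express toxic FUS. Compounds are tested at several concentrations. After 24hr at 30C, growth is quantified at 600 nm absorbance.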
An asterisk follows results filed as active; i = inactive; ? = inconclusive; / = not tested or not shown; [ ] = another dose, or the depositor's remark. Unless noted, calls follow the shape of the dose curve; as a rule, active = well fitted curve in the direction sought with a large enough effect; inconclusive = small, poorly fitted or top-dose-only effect, or another doubt; inactive = no such curve, though single readings can be large; an effect the other way counts as inactive or inconclusive. An excerpt; count on the stated rates, not on these rows.

SMILES	PTHR1 ag	GLP1R inv ag	Abeta rescue	aSyn rescue	TDP-43 yeast inh	MmCpn inh	pAkt inh	HEK293 tox	FUS yeast rescue
Cc1ccc(CNS(=O)(=O)c2ccc3c(c2)CCN3C(=O)C2CCC2)cc1	-8%	3%	-3%	5%	17%	2%	/	-48%	-14%
COc1cc(S(=O)(=O)NCc2ccncc2)ccc1Br	-81%[inhibitor]	11%	8%	-6%	-3%	2%	i	8%	18%
Cc1c(NC(=O)c2ccc(N(Cc3ccccc3)S(C)(=O)=O)cc2)c(=O)n(-c2ccccc2)n1C	i	1%	-13%	-2%	-14%[0.397 µM]	2%	i	-2%	13%
O=C(CN(C(=O)CCC(=O)Nc1ccccn1)c1ccc2c(c1)OCCO2)NCCc1ccccc1	-15%	2%	9%	-3%	5%	-1%	i	0%	-23%
CCCCC[C@H](O)/C=C/C1C(=O)C=C[C@H]1C/C=C\CCCC(=O)OC (some centres not stated)	-65%[inhibitor]	1%	-7%	13%	28µM*	/	i	-6%	6%
COc1cc(OC)c2c(-c3cccc(-c4ccc(OC)c(F)c4)c3)cc(=O)oc2c1	1%	?	-9%	-2%	-8%	0%	i	?	40%
C/C(=N\Nc1cc(C)nc(NCc2ccccc2)n1)c1cccc([N+](=O)[O-])c1	-13%	-5%	-1%	12%	10%	1%	i	2%	-19%
Cc1ccc(NC2=NCCCCC2)cc1	i	6%	13%	-7%	1%	2%	i	-13%	-9%
CCN(CC)CCn1c(=O)n(-c2ccc(Cl)cc2)c(=O)c2c3c(sc21)CN(C)CC3	i	?	-1%	1%	6%	-1%	i	-9%	-2%
COc1ccc(NC(=S)NNC(=O)C2CC2c2ccc(C)cc2)cc1 (configuration not stated)	i	?	24%	4%	?	3%	i	-27%	/
CC1(c2nnnn2Cc2ccccc2)CCC(=O)N1CCCn1ccnc1 (configuration not stated)	4%	22%	-9%	2%	6%	/	i	0%	-18%
COc1ccc(/C(O)=C2/C(=O)C(=O)N(CC3CCCO3)C2c2cccc(O)c2)cc1 (configuration not stated)	-25%[57.5 µM]	7%	-4%	-3%	-21%	1%	i	0%	?
CCOC(=O)/C(=N/O)C1=NC(C)(C)Cc2cc(C)c(C)cc21	i	?	21%	-1%	16%	2%	i	1%	12%
Cc1onc(-c2ccccc2)c1C(=O)Nc1nc(-c2ccccc2)cs1	?	?	11%	-5%	-23%	?	i	4%	0%
CC12C=CC3(O1)C(C(=O)N1CCCOC13)C2C(=O)O (configuration not stated)	-6%	5%	10%	3%	-7%	2%	i	-5%	23%
O=C1OCCC1Sc1nnc(-c2ccccc2Cl)n1Cc1ccccc1 (configuration not stated)	-3%	15%	-8%	2%	14%	-1%	i	-3%	/
Cn1ncc(N)c1C(=O)Nc1cccc(C(F)(F)F)c1	i	5%	-2%	-8%	11%	0%	i	-6%	20%
O=C(Nc1cc(C(F)(F)F)ccc1-n1cnc2ccccc21)c1ccccc1	i	-28%	20%	-1%	?	-2%	i	3%	8%
CC(C)(C)c1ccc(-c2nc(NCc3cccnc3)c3ccccc3n2)cc1	-19%	?	-24%	-8%	-6%	-4%	i	?	/
CCCC1/C(=N/O)CC(c2ccccc2)NC1c1ccccc1 (configuration not stated)	-23%	?	4%	0%	-5%	-1%	i	-15%	0%
O=S(=O)(c1cccc(-c2n[nH]c(=S)n2-c2cccc(C(F)(F)F)c2)c1)N1CCOCC1	i	3%	14%	-5%	22%	-7%	i	0%	35%
Cc1ccccc1C(=O)NCCN=C1NS(=O)(=O)c2ccccc21	1%	-14%	1%	1%	10%	1%	i	-11%	-26%
COc1cc(NC(=O)CCc2c(C)nc3c(-c4ccc(F)cc4)c(C)nn3c2C)cc(OC)c1OC	i	9%	-13%	/	-1%	/	/	5%	-1%
CCOc1ccc(S(=O)(=O)N2CCN(C(=S)NCC3CCCO3)CC2)cc1 (configuration not stated)	-3%	?	-10%	1%	-5%	-3%	i	-2%	5%
CCc1ccc(NC(=O)CSc2nnc(Cn3c(=O)sc4ccccc43)n2C)cc1	-12%	-18%	-14%	-28%	-4%	-1%	i	-2%	11%
O=C(CCCN1C(=O)CCC1=O)Nc1ccc2c(c1)OCO2	5%[57.5 µM]	10%	37%	1%	8%	1%	i	-10%	-17%
O=C(COC(=O)c1ccc2c(c1)C(=O)N(CCc1ccccc1)C2=O)Nc1ccc(OC(F)F)cc1	i	18%	0%	-3%	3%	2%	i	-12%	/
Cc1ccc(-c2csc(C(O)c3ccc(F)cc3)n2)cc1C (configuration not stated)	i	?	-93%[inhibitor]	-25%	-28%	/	i	-9%	19%
CCc1ccc(NC(=O)c2ccccc2SC)cc1	-6%	-4%	14%	-10%	3%	2%	i	1%	-7%
CC(CC(=O)O)n1nnc2ccccc21 (configuration not stated)	i	-6%	-5%	-8%	-22%	-1%	i	?	-3%
N#Cc1c2c(c(NCCCN3CCOCC3)n3c1nc1ccccc13)CCC2	i	34%[activator]	-2%	-4%	1%	0%	i	103%[activator]	33%
Cc1ccc(-c2cc(C(F)F)n3ncc(C(=O)N4CCCCC4c4cccnc4)c3n2)cc1 (configuration not stated)	-8%	-4%	-14%	-12%	-21%	0%	i	-3%	12%
C[C@@H](C(=O)NCCc1c[nH]c2ccccc12)[C@H]1C[C@]1(C)[C@H](NC(=O)OCc1ccccc1)c1ccccc1	-10%	?	4%	1%	-4%	-2%	i	6%	?
COc1ccc(CNCCSc2nnnn2C)c(OC)c1OC	i	-26%[7.66 µM]	-3%	-10%	-20%	3%	i	0%[7.66 µM]	1%
Cc1ccc(CNC(=O)C2CCC(=O)N(CCc3ccc(Cl)cc3)C2)cc1 (configuration not stated)	-15%	-24%	7%	3%	-7%	-2%	i	10%	9%
CCc1ccc(N=C2NC(=O)/C(=C/c3ccc(OCC(=O)O)c(OC)c3)S2)cc1	-19%	4%	-18%	-18%	13%	?	i	6%	12%
COc1ccccc1CN(C)C(=O)C(NC(=O)Cc1cccc2ccccc12)C(C)C (configuration not stated)	-16%	10µM*	21%	11%	26%	1%	i	?	?
CN(Cc1ccco1)C(=O)Cn1nc(-c2ccc(Cl)cc2)ccc1=O	i	1%	/	0%	9%	-1%	i	2%	22%
Cc1ccc2nc(NC(=O)CSc3nc(=O)n(CCCN(C)C)c4c3CCC4)sc2c1	-7%	?	-7%	6%	9%	-3%	i	?	14%
NCCCC[C@@H]1NC(=O)[C@H](CCC(=O)O)NC(=O)c2cc([N+](=O)[O-])cc(I)c2OCC[C@@H](C(N)=O)NC1=O	i	10%	2%	-1%	24%	-3%	i	-3%	-8%
O=C(COC(=O)c1cc([N+](=O)[O-])ccc1N1CCCC1)Nc1ccccc1OC(F)F	-23%	?	7%	1%	25%	0%	i	-10%	32%
CCOC(=O)c1cnc2c(C#N)c(C)nn2c1-c1ccccc1	i	10%	-20%	2%	16%	-5%	i	11%	-15%
CC1CN(C(=O)c2cc(S(=O)(=O)N(C)c3ccc(F)cc3)ccc2Cl)CC(C)O1 (configuration not stated)	i	-16%	-13%	10%	-9%	-1%	i	-4%	-3%
O=C(NNC(=O)c1nc(Cl)ccc1Cl)c1ccc(F)cc1	i	3%	-12%	-3%	14%	1%	i	1%	6%
O=C(COc1ccccc1Cl)Nc1ccc(-c2nc3ccccc3s2)cc1	i	0%	-5%	3%	11%	/	/	-10%	-3%
COc1ccc(C(C)=O)cc1CS(=O)(=O)CC(=O)O	-22%	-6%	-4%	2%	-7%	1%	i	-2%	3%
CC(=O)Nc1cccc(-c2csc(C(C)(O)c3cccc(F)c3)n2)c1 (configuration not stated)	i	?	-8%	-10%	24%	/	i	-1%	-7%
CC(=O)C[C@H]1c2cc(C(F)(F)F)ccc2S(=O)(=O)N1c1ccccc1	-16%	0%	-13%	4%	7%	/	i	0%	-21%

Three records picked at random from those above:
SMILES	PTHR1 ag	GLP1R inv ag	Abeta rescue	aSyn rescue	TDP-43 yeast inh	MmCpn inh	pAkt inh	HEK293 tox	FUS yeast rescue
CN(Cc1ccco1)C(=O)Cn1nc(-c2ccc(Cl)cc2)ccc1=O	i	1%	/	0%	9%	-1%	i	2%	22%
O=C(COC(=O)c1cc([N+](=O)[O-])ccc1N1CCCC1)Nc1ccccc1OC(F)F	-23%	?	7%	1%	25%	0%	i	-10%	32%
Cc1ccc2nc(NC(=O)CSc3nc(=O)n(CCCN(C)C)c4c3CCC4)sc2c1	-7%	?	-7%	6%	9%	-3%	i	?	14%

Next entries:
SMILES	PTHR1 ag	GLP1R inv ag	Abeta rescue	aSyn rescue	TDP-43 yeast inh	MmCpn inh	pAkt inh	HEK293 tox	FUS yeast rescue
Cc1ccccc1N(CC(=O)NC1CCCCC1)C(=O)CCCC(=O)Nc1ccccn1	i	9%	?	2%	-12%	0%	i	-3%	13%
OC[C@@H](O)[C@@H](O)[C@H](O)[C@H](O)CO	i	8%	-1%	5%	?	1%	i	8%	-50%
O=C(CSc1n[nH]c(-c2ccncc2)n1)Nc1ccc(Cl)c(Cl)c1	-32%[inhibitor]	0%	-1%	-4%	-9%	-1%	i	5%	10%
CC(=O)NC(C)(c1ccccc1)c1nc(-c2cccc(C#N)c2)cs1 (configuration not stated)	i	2%	-9%	?	24%	/	i	3%	5%
COc1ccc2nc(NN=C(C)c3ccccn3)cc(C)c2c1	-17%	?	15%	26%	?	/	i	-28%	/
